Vif inh: HIV Vif self-association inhibitors, primary screen, imaging, HEK293T, single point; HEK293T cells, Vif self-association by quenched fluorescence, 24 h; inhibition, % at 7.49 µM; actives 0.35% (n = 340,000); in the data active means inhibition above about 50%, passing the limit was not always enough; inconclusive means no clear call, values can overlap the other calls; inactive means below about 31%; further: some results filed as inactive read as strong as hits
aDG glyco act: activators of alpha-DG glycosylation, primary screen, uHTS, Pro5-aDG cells, AlphaScreen; actives 0.22% (n = 360,000); alpha-DG glycosylation AlphaScreen (IIH6); 0% Pro5, 100% B10-LARGE cell signal; activation, % at 10 µM;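 active means activation of at least 8% versus controls, or a plate z-score of at least 8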;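 further: Pro5 are CHO cells carrying HIG-tagged alpha-DG that lacks glycosylation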
MC4R ag barr: MC4R agonists recruiting beta-arrestin, primary screen, cell-based, luminescence, agonist arm of biased-ligand search; U2OS MC4R beta-arrestin complementation; percent of melanotan II response, DMSO zero; activation, % at 8.9 µM; actives 0.98% (n = 360,000); AID 540308, 2011;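 active means activation above a per-plate cutoff, the mean activation of sample wells on that plate plus 3 SD, cut at about 8% in these data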
MC4R antag cAMP: MC4R antagonists of cAMP signaling, primary screen, cell-based, TR-FRET, antagonist arm of biased-ligand search; Melanocortin receptor 4 (Homo sapiens), P32245; MC4R-expressing cells, MTII-stimulated cAMP, LANCE TR-FRET; inhibition, % at 6.5 µM; actives 0.48% (n = 360,000); AID 540295, 2011;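 active means inhibition above its plate's cutoff, the mean of tested wells on that plate plus 3 SD, cut at about 29% in these data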;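 further: 0% = Melanotan II alone and 100% = Melanotan II plus saturating MCL0020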
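Assay system: U2OS cells stably expressing human melanocortin 4 receptor (MC4R) / Dosing: 6.5 µM / Timing: compound 30 min, challenge 1 h, detection 1 h / Measured by: Eu-cAMP/anti-cAMP TR-FRET, emission 671 nm / Replicates: singlicate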
ABCB6 inh MLPCN: ABCB6 transporter inhibitors, primary screen, K562-ABCB6 cells, flow cytometry, MLPCN library; K562-ABCB6 porphyrin accumulation, 1 h; stronger effect = lower value; fluorescence ratio to DMSO, % at 10 µM; actives 0.19% (n = 360,000); AID 602162, 2011;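 active means fluorescence ratio to DMSO below 75%, the collection mean minus 3 SD; inconclusive means too few cells collected in the well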;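 further: signal is porphyrin accumulated inside mitochondria; 100% equals median channel fluorescence of DMSO control wells; lower ratio means ABCB6 inhibition with less porphyrin fluorescence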
Target sequence (Q9NP58 whole entry, looked up): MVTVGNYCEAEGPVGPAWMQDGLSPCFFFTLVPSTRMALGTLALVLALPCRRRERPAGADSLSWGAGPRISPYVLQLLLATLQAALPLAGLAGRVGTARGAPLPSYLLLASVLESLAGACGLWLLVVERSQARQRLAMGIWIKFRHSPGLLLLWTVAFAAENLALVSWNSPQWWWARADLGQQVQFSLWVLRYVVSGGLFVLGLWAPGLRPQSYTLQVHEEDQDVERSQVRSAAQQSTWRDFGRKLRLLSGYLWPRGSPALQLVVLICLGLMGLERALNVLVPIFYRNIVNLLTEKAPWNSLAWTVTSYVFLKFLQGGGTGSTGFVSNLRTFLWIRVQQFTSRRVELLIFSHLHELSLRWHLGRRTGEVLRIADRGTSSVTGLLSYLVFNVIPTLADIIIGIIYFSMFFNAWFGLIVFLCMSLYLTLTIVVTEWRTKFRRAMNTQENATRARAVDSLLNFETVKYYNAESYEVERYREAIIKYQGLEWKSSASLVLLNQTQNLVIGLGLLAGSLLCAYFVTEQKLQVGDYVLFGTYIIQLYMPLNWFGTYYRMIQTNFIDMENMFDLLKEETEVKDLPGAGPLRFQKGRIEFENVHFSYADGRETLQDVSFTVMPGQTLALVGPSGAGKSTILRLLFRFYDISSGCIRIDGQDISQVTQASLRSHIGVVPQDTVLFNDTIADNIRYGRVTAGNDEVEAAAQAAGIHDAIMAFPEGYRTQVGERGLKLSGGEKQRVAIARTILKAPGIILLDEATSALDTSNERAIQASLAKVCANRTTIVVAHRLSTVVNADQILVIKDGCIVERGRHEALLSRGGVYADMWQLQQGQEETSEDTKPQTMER
CaV13 ICDI inh: Disruptors of the CACNA1D IQ motif to Ca2+-dependent inactivation inhibitor domain association, primary screening, Förster resonance energy transfer in intact living …; HEK cells, CFP/YFP FRET ICDI-IQ, plate reader, 10 min; percent FRET-ratio fall versus neutral wells; actives 0.098% (n = 340,000); AID 743397; inhibition, % at 12.3 µM;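 active means mean replicate inhibition of at least 30% and at least 1% of replicates passing that level; inconclusive means only one of the two criteria is met; inactive means neither criterion is met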;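 further: 0% = median of the neutral control wells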
HTR2A ag: mouse Htr2a agonists via beta-arrestin recruitment, primary screen, cell-based, luminescence; 5-hydroxytryptamine receptor 2A (Mus musculus), P35363; CHO-K1 mHTR2A beta-arrestin complementation; percent of 30 µM serotonin response; activation, % at 7.6 µM; actives 0.66% (n = 360,000);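 active means activation above a run cutoff, the mean activation of all tested compounds plus 3 SD, cut at about 14% in these data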;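 further: 0% = plate median of compound wells and 100% = 30 µM serotonin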
PDI inh: inhibitors of human PDI, primary screen, biochemical, turbidity, single point, plate reader | Protein disulfide-isomerase (Homo sapiens), P07237 | PDI insulin aggregation turbidity, A650, 90 min | inhibition, % at 10 µM | actives 0.052% (n = 350,000) | AID 588391, 2011;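 active means mean inhibition across replicates of 30% or more, whatever share of single replicates reach that level; inconclusive means mean inhibition below 30% while every single replicate reaches 30%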;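 further: absorbance from insulin aggregation driven by PDI reduction with DTT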
Glyco luc inh: increase of ERlucT glycosylation luciferase signal, primary screen, N-linked glycosylation inhibitor project, D54 ERlucT cells, luminescence, set 2; D54 ERlucT glycosylation luciferase reporter, 24 h; percent of 100 nM tunicamycin response; reporter increase, % at 12.5 µM; actives 0.23% (n = 360,000);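 active means mean luciferase reporter signal, scaled so untreated is 0 and the glycosylation-blocking control 100, at or above a set limit in every replicate; inconclusive means mean reaches the limit but not every replicate does; inactive means mean below the limit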;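 further: luciferase carries N-glycosylation sites so blocking glycosylation raises the light; 0% = median of neutral control wells and 100% = median of 100 nM tunicamycin wells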
Cardio protect: cardioprotection against H2O2-induced cell death, primary screen, uHTS, H9c2 cells, ATPLite luminescence; actives 0.63% (n = 360,000); protection from H2O2 cell death, % at 20 µM; H9c2 cardiomyocytes, H2O2 injury protection, 2 h;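 active means compounds giving at least 50% protection of heart cells from peroxide-induced death in the single-dose screen, raw or plate-pattern-corrected value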;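 further: 0% = DMSO wells with peroxide and 100% = DMSO wells without peroxide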
Active calls of the source: *; ? = inconclusive; . = not tested or not shown.

Order of values – Vif inh	aDG glyco act	MC4R ag barr	MC4R antag cAMP	ABCB6 inh MLPCN	CaV13 ICDI inh	HTR2A ag	PDI inh	Glyco luc inh	Cardio protect
COc1ccc([N+](=O)[O-])cc1CSc1nnc(NC(C)=O)s1
 : 2	0.0	-1.8	1	93	-4	-3	14	-1	12
O=C1CC(c2cccs2)c2ccc3ccccc3c2N1 (stereo not drawn)
 : 0	0.1	-1.2	9	94	.	-4	-3	2	-8
C=CCn1c(SCC(=O)NCC(=O)OCC)nnc1-c1cccc(OC)c1
 : 10	0.2	-0.6	4	97	-1	20*	5	1	12
CCn1c2ccc(F)cc2c2nnc(SCCN3CCCCC3)nc21
 : -4	-0.1	-0.5	-4	98	-4	-5	-1	-6	6
Cc1ccc(C)c(OC(=O)c2ccncc2)c1
 : 10	0.0	-1.7	4	87	-4	-2	6	2	3
CCCOc1ccc(C(=O)Nc2ccc(CN3CCOCC3)cc2)cc1
 : -1	0.3	0.0	9	95	-6	0	-12	-3	6
COC(=O)c1c(NC(=O)CN2C(=O)C(=O)N(CC(C)C)C2=O)sc(C)c1C
 : 5	-0.2	1.0	0	93	-3	-2	8	2	0
COc1ccc(CCNC(=O)COc2cc(O)c3c(c2)OC(C)(C)CC3=O)cc1
 : -1	0.3	0.1	-1	102	.	-4	.	-2	-14
CC1CN(CC(=O)NN=C(c2ccccc2)c2ccccc2)CC(C)O1 (stereo not drawn)
 : -7	0.3	-0.4	-3	93	-2	1	-10	0	16
CCOc1cc(S(=O)(=O)NCc2ccncc2)c(C)cc1C
 : -3	0.2	0.0	11	102	-6	5	7	-1	-2
CCCCNC(=O)c1ccc(NS(=O)(=O)c2ccccc2)cc1
 : 2	0.0	-0.3	4	99	.	-3	-6	-4	-1
CCCCn1c(=O)[nH]c(=O)c2c1nc(-c1ccc(C)c([N+](=O)[O-])c1)n2CC
 : -3	0.0	7.4	3	98	-8	11	-7	-2	8
O=C(COC(=O)C1=COCCO1)NC1CCCCCCC1
 : 5	-0.3	-1.9	18	97	-4	5	-7	-1	-2
O=C(CSc1nncn1-c1ccccn1)Nc1cccc(Cl)c1
 : -5	0.0	-1.4	10	98	-7	0	1	-1	5
COCCCNc1ccn2nc(-c3ccccc3)cc2n1
 : -9	0.0	-0.9	5	98	-6	-1	3	-18	-4
COc1ccc(CNC(=O)C(C)N2CCN(S(=O)(=O)c3ccccc3F)CC2)cc1 (stereo not drawn)
 : -14	-0.1	0.2	10	100	-6	11	2	-2	1
CCCCNC(=O)C1c2ccccc2OCC(=O)N1Cc1ccccn1 (stereo not drawn)
 : .	-0.1	.	.	98	-5	-1	.	.	.
CC(C(=O)N1c2ccccc2CC1C)N1CCN(S(=O)(=O)c2ccccc2F)CC1 (stereo not drawn)
 : 9	0.5	-0.1	0	94	-4	0	-7	-2	5
COc1ccccc1N1CCN(C(=O)CSc2nc3ncnc(N)c3[nH]2)CC1
 : 2	0.0	-1.7	4	102	-8	1	2	6	6
CCOc1ccccc1NC(=O)C1CCCN(S(=O)(=O)c2c(C)[nH]c(=O)[nH]c2=O)C1 (stereo not drawn)
 : 9	0.0	-1.9	10	90	.	-4	-2	1	-1

Eight entries from above, in markdown:
| Compound | Vif inh | aDG glyco act | MC4R ag barr | MC4R antag cAMP | ABCB6 inh MLPCN | CaV13 ICDI inh | HTR2A ag | PDI inh | Glyco luc inh | Cardio protect |
| --- | --- | --- | --- | --- | --- | --- | --- | --- | --- | --- |
| COc1ccc([N+](=O)[O-])cc1CSc1nnc(NC(C)=O)s1 | 2 | 0.0 | -1.8 | 1 | 93 | -4 | -3 | 14 | -1 | 12 |
| O=C1CC(c2cccs2)c2ccc3ccccc3c2N1 (stereo not drawn) | 0 | 0.1 | -1.2 | 9 | 94 | . | -4 | -3 | 2 | -8 |
| C=CCn1c(SCC(=O)NCC(=O)OCC)nnc1-c1cccc(OC)c1 | 10 | 0.2 | -0.6 | 4 | 97 | -1 | 20* | 5 | 1 | 12 |
| CCn1c2ccc(F)cc2c2nnc(SCCN3CCCCC3)nc21 | -4 | -0.1 | -0.5 | -4 | 98 | -4 | -5 | -1 | -6 | 6 |
| Cc1ccc(C)c(OC(=O)c2ccncc2)c1 | 10 | 0.0 | -1.7 | 4 | 87 | -4 | -2 | 6 | 2 | 3 |
| CCCOc1ccc(C(=O)Nc2ccc(CN3CCOCC3)cc2)cc1 | -1 | 0.3 | 0.0 | 9 | 95 | -6 | 0 | -12 | -3 | 6 |
| COC(=O)c1c(NC(=O)CN2C(=O)C(=O)N(CC(C)C)C2=O)sc(C)c1C | 5 | -0.2 | 1.0 | 0 | 93 | -3 | -2 | 8 | 2 | 0 |
| COc1ccc(CCNC(=O)COc2cc(O)c3c(c2)OC(C)(C)CC3=O)cc1 | -1 | 0.3 | 0.1 | -1 | 102 | . | -4 | . | -2 | -14 |

Carrying on:
Order of values – Vif inh	aDG glyco act	MC4R ag barr	MC4R antag cAMP	ABCB6 inh MLPCN	CaV13 ICDI inh	HTR2A ag	PDI inh	Glyco luc inh	Cardio protect
CCc1ccc(-c2nnn(CCC(=O)OC)n2)cc1
 : -13	0.2	0.9	2	102	-5	6	-5	0	-1
CN1C(=O)c2ccccc2OC1(C)Cc1ccccc1 (stereo not drawn)
 : -13	-0.2	-0.5	3	92	-19	-2	11	-3	-10
O=C(/C=C/c1ccccc1)Nc1cccnc1Cl
 : 2	0.4	-1.3	16	95	-4	-5	0	0	-6
Cc1ccc(S(=O)(=O)N2CCCCC2)cc1NC(=O)CCNC(=O)c1ccccc1
 : -4	0.1	-2.8	7	96	-3	2	5	-1	-1
COc1cccc2cc(/C(=N/O)c3ccc(Br)cc3)oc12
 : 0	-0.4	2.6	-2	91	-4	-2	-1	0	-4
COC1(OC)C(/C=C/c2ccc(Cl)cc2)C(C#N)(C#N)C1(OC)OC (stereo not drawn)
 : -11	0.8	-1.4	3	111	.	3	-11	-1	5
Cc1cc(NC(=O)CSc2nnc(-c3ccco3)n2Cc2ccccc2)no1
 : .	0.1	-1.2	-2	108	.	-4	-1	-2	14
C[N+]1(CC(=O)OC2CCCCCCCCCCC2)CCCC1
 : -2	-0.1	1.2	12	97	-5	-1	-2	-1	-9
COc1ccc(CCn2c(=N)c(C(=O)NCC3CCCO3)cc3c(=O)n4cccc(C)c4nc32)cc1OC (stereo not drawn)
 : -1	-0.3	0.0	0	97	-7	9	1	?	60*
Cc1ccc(O)c(CNc2nc3ccccc3n2C(C)C)c1
 : 0	0.0	-1.1	9	101	-1	1	3	-4	-4
COc1ccc(C)cc1NC(=O)Nc1ccccc1SC
 : 1	0.6	-0.7	19	89	-1	-3	1	0	-4
Cc1nc2ccc(C(=O)c3ccccc3)cc2[nH]1
 : 1	-0.2	-2.0	10	103	-5	0	1	-1	6
CC(C)NC(=O)COc1ccc(Cl)cc1Cl
 : -1	0.0	-1.2	10	97	.	2	2	0	1
CC(C)n1nnnc1SCC(=O)c1c(N)n(C2CC2)c(=O)[nH]c1=O
 : -3	0.0	-1.3	-2	94	-6	1	7	2	-4
O=C(Nc1ccc2c(c1)nc1n2CCOC1)c1ccco1
 : 25	-0.1	-1.2	6	89	-4	-2	8	-6	-8
CCCCNC(=S)N/N=C/c1cc(C)ccc1C
 : -1	0.6	7.8	-1	98	-5	7	-2	-1	-10
CCn1c(COc2ccccc2)nnc1SCC(=O)C(C)(C)C
 : -3	-0.2	1.2	10	99	-1	3	9	-4	-6
CN(C)c1ccc(/C=C(\C#N)C(=O)c2ccccc2)cc1
 : 1	0.0	19*	11	108	-6	3	0	6	-17
COC(=O)CSc1nnc(-c2cccnc2)n1-c1cccc(OC)c1
 : 29	-0.2	-2.3	3	103	-7	-4	6	3	2
O=C(CCNC(=O)c1ccco1)Nc1ccc(Cl)cc1
 : 1	-0.2	-0.5	1	98	-1	1	0	1	3
O=C(CSc1nnc(-c2ccccc2Br)o1)N1CCN(C(=O)c2ccco2)CC1
 : -3	0.0	-3.1	13	101	-9	-3	1	0	4
Cc1c(NC(=O)COc2ncnc3c(Cl)cc(Cl)cc23)c(=O)n(-c2ccccc2)n1C
 : -2	-0.3	-1.3	-3	96	-12	12	11	0	9
CCC(=O)N1N=C(c2c(-c3ccccc3)c3cc(Cl)ccc3[nH]c2=O)CC1c1ccco1 (stereo not drawn)
 : -5	0.4	1.2	9	98	-6	-3	-29	2	22
CN1CCN(c2ncnc3c2ncn3[C@H]2CN(Cc3ccc4c(c3)OCO4)C[C@@H](CO)O2)CC1
 : -11	-0.1	0.2	-9	101	-4	-1	-4	1	10
Cc1ccc(N2CCN(CC(O)COC3CCCCC3)CC2)cc1 (stereo not drawn)
 : 5	0.1	-0.5	-2	92	-5	-10	1	3	0
Cc1ccccc1-c1nnn(Cc2cccc(S(=O)(=O)N3CCOCC3)c2)n1
 : 0	0.2	-1.7	13	97	-7	-3	-8	-3	-13
COc1cccc(C2C(C(N)=O)=C(C)Nc3nc(-c4cccc(Cl)c4)nn32)c1 (stereo not drawn)
 : -4	-0.3	-1.3	2	102	-5	-3	2	11	5
CCN(CC)S(=O)(=O)c1ccc(NC2CCCc3ccccc32)nc1 (stereo not drawn)
 : -14	1.2	-0.4	2	100	-3	-5	0	-2	-21
CC(C)=CCCC(C)CN1CCC(N2CCC(C(=O)NC(C)C)CC2)CC1 (stereo not drawn)
 : -1	0.0	0.5	2	98	-4	-2	10	-1	2
COc1ccc(/C=N/Nc2nn3cnnc3c3ccccc23)cc1
 : -12	0.0	-2.4	-9	93	-4	-1	5	1	38
Cc1c2cnn(CC(=O)NCCN3CCOCC3)c(=O)c2c(C)n1Cc1ccccc1
 : 0	-0.2	0.4	18	97	-3	0	.	-1	5
CC(=O)C1(O)C(C)CC2C3CCC4CC(O)CCC4(C)C3=CCC21C (stereo not drawn)
 : 3	0.1	5.1	6	94	.	6	-5	-2	3
CC1CCN(S(=O)(=O)c2ccc(C(=O)N(C)C3CCS(=O)(=O)C3)cc2)CC1 (stereo not drawn)
 : -3	-0.1	-2.3	12	100	-5	0	2	1	1
